From PubChem
SMARCA2 act: activators of SMARCA2 function | MG213 cells, MMTV-luciferase reporter, dexamethasone, overnight | activation, % at 9.1 µM | hit rate 1% among 370,000 | AID 652017; in the data active = activation above about 7.8%;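 note: 0% = vehicle wells and 100% = reference activator wells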
MBD2 inh: blocks human MBD2 binding to methylated DNA | TR-FRET, MBD2 binding to methylated oligonucleotide | inhibition, % at 4.4 µM | Q9UBB5 | hit rate 0.31% among 370,000 | AID 686964; in the data active = inhibition above about 13%
PLCb3 inh: PLC-beta3 (human) inhibition, primary screen; Q01970; Purified PLC-beta3, fluorogenic substrate, fluorescence; inhibition, % at 12.2 µM; hit rate 0.18% among 370,000; AID 720704; in the data active = inhibition above about 11%;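 note: 0% = median of compound wells on plate and 100% = full blocker control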
DAX1 inh-1: inhibitors of DAX1 repression of SF-1 activated StAR promoter | HEK293T StAR-luciferase reporter, SF-1/DAX-1 repression relief | hit rate 1.1% among 370,000 | AID 652010 | inhibition, % at 6.8 µM;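 active = inhibition above the mean over all tested compounds plus 3 SD, cut at about 3.6% in these data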;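 note: 0% = DAX-1 cells with DMSO and 100% = cells lacking DAX-1 with DMSO; higher inhibition means more luminescence from relief of DAX-1 repression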
hgDAF12 agonist: agonists of H. glycines DAF-12 nuclear receptor; HEK293 GAL4-hgDAF12 UAS-luciferase reporter, agonist luminescence; normalized to butyrate control; activation, % at 6.8 µM; hit rate 1.8% among 370,000;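 active = activation above a cutoff set at the mean of all screened compounds plus 3 SD, cut at about 10% in these data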;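 note: 0% = DMSO wells and 100% = sodium butyrate wells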
NR1D1 modulator: modulators of human Rev-erb alpha DNA binding; hit rate 0.79% among 370,000; Rev-erbα–FITC-DNA binding, fluorescence polarization, 90 min; P20393; activity, % at 10 µM; AID 1259318;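 active = activity above about 14%, limit read from the data; passing the limit was not always enough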;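 note: 0% = DMSO wells with 35 nM protein and 100% = DMSO wells with 750 nM protein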
Target sequence (P20393 whole entry, looked up): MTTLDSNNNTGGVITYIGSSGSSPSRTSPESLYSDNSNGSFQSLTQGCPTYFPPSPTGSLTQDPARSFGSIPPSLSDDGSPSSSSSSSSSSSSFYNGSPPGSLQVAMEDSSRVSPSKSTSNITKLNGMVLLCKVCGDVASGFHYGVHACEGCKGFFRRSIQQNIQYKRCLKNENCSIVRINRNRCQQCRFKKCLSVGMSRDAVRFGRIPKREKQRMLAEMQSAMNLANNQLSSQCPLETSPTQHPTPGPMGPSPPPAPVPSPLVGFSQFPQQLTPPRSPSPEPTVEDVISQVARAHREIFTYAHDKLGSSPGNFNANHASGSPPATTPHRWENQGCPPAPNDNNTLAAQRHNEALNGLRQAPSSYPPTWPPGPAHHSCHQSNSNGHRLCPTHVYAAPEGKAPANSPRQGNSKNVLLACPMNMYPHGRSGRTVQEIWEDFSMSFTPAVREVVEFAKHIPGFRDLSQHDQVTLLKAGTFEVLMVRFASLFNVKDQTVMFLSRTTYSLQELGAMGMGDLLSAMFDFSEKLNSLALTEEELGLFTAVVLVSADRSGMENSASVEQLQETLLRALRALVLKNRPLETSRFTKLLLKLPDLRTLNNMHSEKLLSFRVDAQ
ssDAF12 agonist: S. stercoralis DAF-12 activation, primary screen | hit rate 1% among 370,000 | activation, % at 6.8 µM | HEK293 ssDAF-12/GRIP1 lit1-tk-luc reporter, luminescence; % of 3 µM dafachronic acid response;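 active = activation above the mean over all tested compounds plus 3 SD, cut at about 0.9% in these data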;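 note: 0% = DMSO-only wells and 100% = 3 µM delta7-dafachronic acid wells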
ADAM17 inh: ADAM17 inhibition, QFRET primary screen; P78536; recombinant ADAM17, EDANS/DABCYL FRET peptide cleavage; inhibition, % at 6.95 µM; hit rate 0.83% among 370,000;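 active = inhibition above the mean of compounds lying between control limits plus 3 SD, set per campaign, cut at about 8.5% in these data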;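 note: 0% = DMSO-only wells as the low control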
hcDAF12 agonist: H. contortus DAF-12 activation, primary screen. HEK293 hcDAF-12 lit1-tk-luc reporter, luminescence; 0% DMSO, 100% Δ7-dafachronic acid. activation, % at 6.8 µM. hit rate 1.4% among 370,000. AID 652067;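 active = activation above the mean of all tested compounds plus 3 SD, cut at about 5.5% in these data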;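 note: 100% = response to 3 µM Δ7-dafachronic acid high control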
PLC-gamma1 inh: PLC-gamma1 (human) inhibition, primary screen. AID 720700. purified PLC-gamma1, fluorogenic substrate, fluorescence. hit rate 0.84% among 370,000. inhibition, % at 12.2 µM. P19174; in the data active = inhibition above about 9.5%
DAX1 inh-2: inhibits human nuclear receptor DAX1; P51843; HEK293 Gal4-DAX1 luciferase reporter, luminescence; inhibition, % at 6.75 µM; hit rate 0.99% among 340,000; AID 504766;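 active = inhibition above the mean over all tested compounds plus 3 SD, cut at about 4.2% in these data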;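 note: 0% = DAX1-transfected cells with DMSO and 100% = empty-vector control cells with DMSO; inhibition shows as a rise in luminescence from relieved DAX1 repression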
Target sequence (P51843 207-470 limits assumed): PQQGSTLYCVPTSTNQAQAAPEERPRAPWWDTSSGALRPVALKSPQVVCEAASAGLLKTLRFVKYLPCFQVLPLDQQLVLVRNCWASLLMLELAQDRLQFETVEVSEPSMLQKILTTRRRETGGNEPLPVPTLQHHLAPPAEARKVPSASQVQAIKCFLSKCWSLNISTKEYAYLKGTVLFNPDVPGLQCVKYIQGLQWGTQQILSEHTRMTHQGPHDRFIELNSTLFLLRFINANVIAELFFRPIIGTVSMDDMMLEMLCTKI
Active calls of the source: *; i = inactive; nt = no result given; & = joins results of further samples.

SMILES	SMARCA2 act	MBD2 inh	PLCb3 inh	DAX1 inh-1	hgDAF12 agonist	NR1D1 modulator	ssDAF12 agonist	ADAM17 inh	hcDAF12 agonist	PLC-gamma1 inh	DAX1 inh-2
O=C(Nc1nc(-c2ccccc2)cs1)c1cccc([N+](=O)[O-])c1	1	3	3	-0.7	4.4	4	-0.8	8	-1.8	3	-0.5
O=C(NCC1CCCO1)/C(=C\c1ccc(Cl)cc1)NC(=O)c1ccccc1 (stereo not drawn)	1	2	-4	0.1	-0.6	1	-2.1	-2	-0.6	-1	2.2
Cc1ccc(Cn2c(SCCN3CCCCC3)nc3c2c(=O)[nH]c(=O)n3C)cc1	-2	1	-1	0.0	-2.1	-1	-0.3	0	-0.1	2	0.9
Cc1cccc(-n2c(N)c(C(=O)N3CCN(C)CC3)sc2=S)c1	-2	0	-1	-0.2	0.7	0	-0.8	-2	0.1	6	0.3
CN(CC(=O)Nc1ccc(Cl)cc1)C(=O)CCc1ccccc1	-2	-7	-5	-0.1	-1.2	-4	-1.7	1	-1.5	0	0.8
CCCC(=O)N1CC2(C)CN(C(=O)CCC)CC(CCC)(C1)C2=O	0	-5	7	0.2	-0.7	-1	-1.0	12*	0.1	4	1.5
CCCCNC(=O)C1(C)CCCCCN1Cc1cccc2c(OC)cc(C(=O)OCC)cc12 (stereo not drawn)	-4	1	-47	0.3	1.8	4	-1.1	-6	-2.4	-36	nt
Cc1ccccc1CNC(=O)CN(c1cccc([N+](=O)[O-])c1)S(C)(=O)=O	-4	-5	5	-0.4	0.5	-4	-0.8	-1	-0.7	2	2.4
CCN(CC)CC(=O)NCC1(c2ccccc2)CCCC1	-2	7	-1	0.3	1.7	-1	-2.2	-8	-0.6	8	-1.1
CCOC(=O)N1CCc2c(sc(NC(=O)CN3CCN(C)CC3)c2C(=O)Nc2ccccc2)C1	0	5	-6	0.0	-2.4	-3	-0.8	-3	0.5	-3	0.0
Cc1ccc(CNC(=O)CN(c2ccc(C(C)C)cc2)S(=O)(=O)c2c(C)noc2C)cc1	-3	7	-8	0.9	-1.2	3	-0.8	-6	-1.0	0	1.1
OC(c1ccccc1)(c1ccccc1)C1CCN(CCCOc2ccc(-c3ccc(F)cc3F)cc2)CC1	-7	5	-1	-0.5	-1.1	-5	-1.1	1	-1.5	2	nt
Nc1nc2ccccc2cc1S(=O)(=O)c1ccccc1	-4	-3	-333	0.6	3.4	-4	-1.6	-284	-2.1	-212	0.6
COc1cc(OC)cc(C(=O)Nc2cc(-c3cn4cccnc4n3)ccc2C)c1	0	-1	i	-0.2	1.1	2	-1.7	i	-1.8	i	-0.5
Cc1cccc(Nc2nn3c(=O)c4ccccc4nc3s2)c1	8	0	-2	0.3	4.7	299*	-0.7	-1	2.3	5	1.6

Record cards (already shown). Screens in order: SMARCA2 act, MBD2 inh, PLCb3 inh, DAX1 inh-1, hgDAF12 agonist, NR1D1 modulator, ssDAF12 agonist, ADAM17 inh, hcDAF12 agonist, PLC-gamma1 inh, DAX1 inh-2
Cc1ccc(CNC(=O)CN(c2ccc(C(C)C)cc2)S(=O)(=O)c2c(C)noc2C)cc1 as listed: -3, 7, -8, 0.9, -1.2, 3, -0.8, -6, -1.0, 0, 1.1
Cc1ccc(Cn2c(SCCN3CCCCC3)nc3c2c(=O)[nH]c(=O)n3C)cc1 as listed: -2, 1, -1, 0.0, -2.1, -1, -0.3, 0, -0.1, 2, 0.9
CCCC(=O)N1CC2(C)CN(C(=O)CCC)CC(CCC)(C1)C2=O as listed: 0, -5, 7, 0.2, -0.7, -1, -1.0, 12*, 0.1, 4, 1.5
CCCCNC(=O)C1(C)CCCCCN1Cc1cccc2c(OC)cc(C(=O)OCC)cc12 (stereo not drawn) as listed: -4, 1, -47, 0.3, 1.8, 4, -1.1, -6, -2.4, -36, nt

New compounds follow.
SMILES	SMARCA2 act	MBD2 inh	PLCb3 inh	DAX1 inh-1	hgDAF12 agonist	NR1D1 modulator	ssDAF12 agonist	ADAM17 inh	hcDAF12 agonist	PLC-gamma1 inh	DAX1 inh-2
Cn1c2ccccc2c(=O)c2ccc(-c3ccc4c(c3)OCO4)cc21	6	-3	-197	2.4	5.3	9	0.1	-19	2.3	-134	3.3
CCC(=O)N1CCc2cc(S(=O)(=O)CCC(=O)NCCc3ccc(S(N)(=O)=O)cc3)ccc21	-4	-1	-2	-0.6	1.5	3	-0.6	4	4.5	10*	-0.1
CCOc1ccc(S(=O)(=O)NCCC(=O)N(C)CC(=O)Nc2ccc(OC)cc2)cc1	-1	-1	0	-0.2	-0.1	-6	-0.6	-1	-0.9	0	-0.2
FC(F)Oc1ccccc1NC(=S)NCCc1ccccc1	3	-4	-3	0.1	-2.9	5	-1.0	3	-1.2	5	-1.0
COc1ccc(Cl)cc1-c1nc(SCC(=O)N(C)CCC#N)n[nH]1	1	0	-5	0.2	-1.8	0	-1.5	-5	-1.6	1	0.6
COc1ccc(NC(=O)c2cc(-c3cc(F)ccc3OCC3CCCO3)n[nH]2)cc1OC (stereo not drawn)	-7	-1	3	-2.2	-6.4	-1	-2.4	7	-3.9	12*	nt
O=c1c2ccccc2c(C=NCc2ccccn2)c(O)n1-c1ccccc1Cl	-1	0	-79	-1.7	-3.2	7	-2.6	-35	-2.7	-59	-0.8
O=C1CC(Cc2ccc(Cl)cc2)C(=O)N1c1ccncc1 (stereo not drawn)	-1	0	3	-0.2	-0.8	-2	-1.3	-5	-0.5	1	2.1
O=C(CCc1ccccc1)Nc1cc(NC(=O)CCc2ccccc2)cc(C(=O)O)c1	2	-3	0	1.0	-1.0	5	-1.3	-2	-0.5	-1	0.0
O=C1CC(SC(=NCc2ccc3c(c2)OCO3)Nc2ccccc2)C(=O)N1 (stereo not drawn)	1	0	3	-0.7	0.1	-5	-0.8	-4	-1.1	0	0.3
C=C(C)CSc1nnc(-c2ccc(C)cc2)n1N	2	-4	3	0.5	6.3	0	-1.2	0	0.9	2	1.4
CCCn1c(N)c(C(=O)CSc2nnnn2-c2ccc(O)cc2)c(=O)n(C)c1=O	-2	2	1	-0.7	0.0	4	-1.4	-1	-0.9	-1	-1.7
Cc1cc(C)cc(NC(=O)C2CCN(C(=O)c3cccs3)CC2)c1	-1	-2	-5	0.5	0.4	-2	-0.5	0	-2.6	-1	-0.5
CS(=O)(=O)N1CCC(Oc2ccccc2C(=O)NC2CCCCCC2)CC1	-4	2	4	0.7	-0.1	0	-0.5	6	-0.8	5	0.8
COc1cc(/C=N/Nc2ccc(Cl)c(C(=O)O)c2)ccc1OC(=O)c1ccc(F)cc1	1	2	-9	0.0	3.3	0	-0.6	-1	-1.0	-3	-1.3
O=C(CN1CCC(NC(=O)NC2CCCC2)CC1)Nc1ccc2c(c1)OCCO2	-7	8	-2	-0.9	-0.2	1	-0.9	0	-1.8	4	nt
CC[C@@H]1C=C(C(=O)O)[C@H](c2ccc3c(c2)OCO3)N1S(=O)(=O)c1ccc(C)cc1	1	-7	4	0.3	-0.7	1	-1.0	3	0.4	3	1.7
Cc1ccnc(NC(=O)COC(=O)C2COc3ccccc3O2)n1 (stereo not drawn)	-4	7	-26	0.3	3.4	2	-1.4	-19	-0.3	-16	-0.4
Cc1c(CN2CC[C@@H](N3CCN(c4ccccn4)CC3)[C@H](O)C2)[nH]c2ccc(F)cc12	-1	-3	-3	-0.2	-0.5	-5	-1.2	1	-0.4	2	-0.4
O=C(NCC1CCCN1S(=O)(=O)c1cccs1)c1ccccc1F (stereo not drawn)	8.4*	4	-5	2.7	-1.1	1	-1.5	-1	-0.1	-2	-0.3
CCc1ccc(NC(=O)Nc2cccc(OC)c2)cc1	4	0	5	2.1	18*	2	-0.6	3	0.3	2	1.1
O=C(NCc1ccccc1)c1ccc(=O)[nH]n1	1	6	1	0.8	0.7	3	-1.5	0	-0.1	-4	0.9
CC(=O)c1c(C)nc2ccc(Cl)cn12	-1	-1	2	0.1	1.3	-4	-1.1	-3	0.8	0	-0.7
CC(C)CCN1C(=O)CSCC1(C)C(=O)NC(C)C (stereo not drawn)	-1	-2	5	-0.1	0.1	6	-0.1	0	-0.1	3	nt
COC(=O)N[C@H](C(=O)N[C@@H](Cc1ccccc1)[C@@H](O)CN(Cc1ccc(-c2ccccn2)cc1)NC(=O)[C@@H](NC(=O)OC)C(C)(C)C)C(C)(C)C	-6	-6	11*	-1.2	0.9	4&0	-0.7	1	-2.6	15*	nt
CCC(=O)N1CCc2cc(S(=O)(=O)CCC(=O)Nc3ccc(F)c(F)c3)ccc21	-2	-1	0	-0.1	-1.0	-1	-0.7	-4	-0.2	-2	0.4
CCC(c1nc2ccccc2c(=O)n1CCCn1ccnc1)N1C(=O)c2ccccc2C1=O (stereo not drawn)	-1	0	-2	0.5	1.5	4	-1.9	-4	0.0	-2	0.7
COc1cccc(CN2CCNC(=O)C2CC(=O)N(C)CCC2CCOCC2)c1OC (stereo not drawn)	-2	-1	-18	-1.9	2.6	1	-1.5	-7	0.7	-6	6.1*
CCC(C)NC(=O)CSc1nc(-c2cccs2)cc(C(F)(F)F)n1 (stereo not drawn)	-3	-6	0	-0.6	-0.8	0	-1.5	-10	-2.1	0	-1.8
Cc1ccc(S(=O)(=O)c2cc3cc(Br)ccc3oc2=O)cc1	-1	-2	-11	-0.5	-0.3	5	-0.5	0	-0.8	-8	-0.3
CC(C)NC(=O)Nc1ccc2c(c1)C(=O)N([C@H](C)CO)C[C@H](C)[C@@H](CN(C)S(=O)(=O)c1ccc(F)cc1)O2	1	2	-1	0.5	2.2	0	-1.5	-2	-0.4	2	0.5
Cc1ccc(C(=O)Cn2c(N3CCOCC3)nc3c2c(=O)n(C)c(=O)n3C)cc1	-1	4	0	0.7	0.8	-2	-1.8	-1	-1.0	0	0.0
Cc1cc(-c2nc3ccccc3o2)c2ccccc2n1	1	-2	-33	-1.3	1.0	-4	1.2*	-52	2.4	-24	0.9
CCOC(=O)C1=C(C)C2C3C(=O)N(c4ccccc4C)C(=O)C3C1(C)C1C(=O)N(c3ccccc3C)C(=O)C21 (stereo not drawn)	0	-6	0	-0.4	-1.6	-1	-1.2	-5	-0.8	-2	0.7
COc1ccc(/C(O)=C2/C(=O)C(=O)N(CCCN3CCOCC3)C2c2ccc(Cl)cc2)cc1 (stereo not drawn)	0	-1	-14	0.6	-1.1	1	-1.2	-5	-0.8	-9	2.1
O=C(COC(=O)/C=C/c1ccc(C(F)(F)F)cc1)NC1CCCC1	-1	0	-5	0.1	3.4	-2	-0.5	-4	1.2	0	0.7
O=C(CSc1nc2ccccc2o1)N/N=C/c1ccccc1C(=O)O	1	-5	-4	0.3	1.7	-3	-1.0	-5	-0.6	0	1.8
c1ccc(CSc2nnc(-c3ccccc3)c(-c3ccccc3)n2)cc1	-2	-1	-1	-0.2	-1.0	8	-1.2	5	-1.2	-3	0.0
CC(=O)C1=NOC(CNC(=O)c2c(-c3ccccc3Cl)noc2C)C1 (stereo not drawn)	-2	-3	6	0.9	0.0	1	-1.0	3	1.1	3	-0.7
CCN1CCN(C(=O)C(C)Sc2nnc3nc(C)cc(C)n23)CC1 (stereo not drawn)	-2	3	-74	0.3	-1.2	-1	-0.5	-10	0.9	-59	1.1
c1ccc2c(CN3CCOCC3)c3ccccc3c(CN3CCOCC3)c2c1	0	-2	-7	0.7	0.9	-1	-1.6	-4	1.1	-9	-0.6
Cc1cccc2sc(N3CCN(C(=O)C4COc5ccccc5O4)CC3)nc12 (stereo not drawn)	-3	-2	-6	1.1	0.3	0	-1.3	3	-0.8	-3	-1.0
